Assay outcomes: PubChem BioAssay, National Center for Advancing Translational Sciences (NCATS)
GALK inhibitor: inhibitors of human galactokinase. P51570. Purified GALK, Kinase-Glo residual ATP luminescence. Potency, µM (top dose mostly 57.5 µM), inactives show at the top dose activity change, negative = inhibition, actives largely listed as inhibitors. actives 0.007% (n = 270,000). AID 1868; also: potency is read from the fitted curve at half-maximal effect; % is scaled to controls: 0 for no effect and ±100 for the full control effect
Target sequence (P51570 whole entry, looked up): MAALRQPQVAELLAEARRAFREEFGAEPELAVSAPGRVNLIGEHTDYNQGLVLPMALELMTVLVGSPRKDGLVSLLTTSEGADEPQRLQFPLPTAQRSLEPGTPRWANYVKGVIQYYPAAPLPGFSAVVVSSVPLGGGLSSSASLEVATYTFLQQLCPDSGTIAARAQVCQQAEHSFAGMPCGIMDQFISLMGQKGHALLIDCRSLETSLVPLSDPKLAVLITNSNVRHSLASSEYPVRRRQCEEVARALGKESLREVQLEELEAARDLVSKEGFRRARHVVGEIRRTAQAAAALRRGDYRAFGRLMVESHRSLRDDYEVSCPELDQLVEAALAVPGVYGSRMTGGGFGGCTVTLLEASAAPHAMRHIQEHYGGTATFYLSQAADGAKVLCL
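Luminescence from leftover ATP (Ultra-Glo luciferase/luciferin) served as read-out after a 1 h room-temperature reaction of 5 nM GALK with 35 uM ATP and 100 uM galactose.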
Giardia kill: kills Giardia lamblia; Giardia lamblia trophozoite viability; activity change, % at 7.66 µM, hits read low; actives 0.15% (n = 340,000); in the data active = activity change below about -80%; inconclusive = between about -30% and that limit;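 also: parasites exposed to compound for two days anaerobically before the ATP read; % is scaled to controls: 0 for no effect and ±100 for the full control effect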
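Killing of trophozoites was scored by loss of ATP luminescence after a 48 hrs anaerobic exposure to compounds at 37 deg C, using 100 cells per well.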
TSHR antagonist: blocks TSH signaling through the human TSH receptor; actives 0.2% (n = 330,000); P16473; activity change, negative = inhibition, % at 11.5 µM; TSHR-expressing cells, TSH-stimulated cAMP HTRF, 2 h; stronger effect = lower value; AID 504810;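 active = activity change below a set negative limit, meaning inhibition stronger than a set level, cut at about -70% in these data; inconclusive = activity change between two set negative limits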; also: % is scaled to controls: 0 for no effect and ±100 for the full control effect
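Cell-based HTRF cAMP assay; TSHR cells + compound, TSH EC80 (4nM final), 2 h, 37 deg C. Lysis with anti-cAMP cryptate and cAMP-d2, 30 min RT, read 665/620 nm.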
AT treatment: candidate therapy for ataxia-telangiectasia. […] A-T fibroblasts, KAP-1 phosphorylation AlphaLISA; neocarzinostatin DNA damage 30 min before lysis. Potency, µM (doses to about 57.5 µM), for inactives: at the highest dose activation, usual class: activators. actives 0.19% (n = 320,000); also: potency is read from the fitted curve at half-maximal effect; % of control where 0% means no effect; nearly all actives have a fitted effect of over 45% in size
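ATM-like activity read as KAP-1 phosphorylation via AlphaLISA donor/acceptor antibody pairs after lysis and 6 hr at 25C. Cells were ATM-null patient fibroblasts ([…], hTERT), dosed 60 min, then exposed to the DSB inducer NCS for 30 min.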
hERG WT inh: KCNH2 (human, wildtype) channel inhibition | Q12809 | U2OS, BacMam KCNH2, thallium flux FluxOr; stronger effect = lower value | activity change, % at 1.84 µM | actives 0.37% (n = 340,000);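 active = maximum activity change below -70%; inconclusive = maximum activity change between -70% and -50%; inactive = maximum activity change above -50%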; also: % is scaled to controls: 0 for no effect and ±100 for the full control effect
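U2OS cells transduced with wild-type KCNH2 virus are loaded with FluxOr dye for 45 min, and thallium flux is measured in kinetic reads before and after stimulation buffer. Rate constants are normalized to DMSO controls.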
Tb PFK block: blocks T. brucei phosphofructokinase. O15648. T. brucei PFK, ADP-Glo luminescence. Potency, µM (series often up to 57.5 µM), inactives show top-dose activity, negative = inhibition, hits mostly inhibitors. actives 0.17% (n = 330,000);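 also: potency is read from the fitted curve at half-maximal effect; 0% = uninhibited 1x PFK enzyme wells and -100% = no-enzyme wells; nearly all actives have a fitted effect of over 60% in size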
Target sequence (O15648 whole entry, looked up): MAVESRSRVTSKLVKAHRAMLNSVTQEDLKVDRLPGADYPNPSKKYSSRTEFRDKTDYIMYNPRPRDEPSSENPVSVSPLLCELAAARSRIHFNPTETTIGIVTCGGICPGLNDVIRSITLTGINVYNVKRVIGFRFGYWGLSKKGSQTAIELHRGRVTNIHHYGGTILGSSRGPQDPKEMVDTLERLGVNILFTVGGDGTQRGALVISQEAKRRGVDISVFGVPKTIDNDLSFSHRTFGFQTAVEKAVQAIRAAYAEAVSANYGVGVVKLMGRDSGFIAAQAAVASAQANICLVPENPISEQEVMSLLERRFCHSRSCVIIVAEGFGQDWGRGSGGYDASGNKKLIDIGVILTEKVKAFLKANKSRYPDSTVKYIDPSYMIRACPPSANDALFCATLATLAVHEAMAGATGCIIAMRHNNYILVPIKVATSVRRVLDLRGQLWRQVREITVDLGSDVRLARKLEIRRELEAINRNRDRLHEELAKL
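Luminescent ADP detection (ADP-Glo, two-step: ATP depletion then ADP-to-ATP conversion for luciferase) reported PFK activity after 45 min room-temperature reaction of 1.25 nM enzyme with 0.5 mM F6P and 0.1 mM ATP at pH 8.0.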
CXXC DNA block: MLL CXXC-DNA interaction inhibition. Q03164. Potency, µM (series often up to 115 µM), for the others: at the highest dose activity change, negative = inhibition, usual class: inhibitors. MLL-CXXC / FITC-HOXA9 DNA fluorescence polarization. actives 0.037% (n = 290,000); active = well fitted inhibition curve with a large enough effect in the polarisation, with a control signal flat, not every such curve was filed as active; inconclusive = small, poorly fitted or top-dose-only effect, or effect the other way, or a change in a side signal; inactive = no such curve, though single readings can be large or run the other way; the % refers to the polarisation; also: potency is read from the fitted curve at half-maximal effect
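Steps: dispense CXXC domain solution (7 uM) → pin compounds or unlabeled HOX-A9 DNA control → 5 min ambient → add FLSN-HOX-A9 solution (50 nM) → spin → 30 min ambient → fluorescence polarization. Tris pH 7.5/NaCl/DTT/BSA buffer.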
Chronic BCR inh: chronic active BCR signaling inhibition; Potency, µM (series often up to 46.1 µM), without a hit: at the top dose ratio change, negative = lower green/red ratio, most hits filed as inhibitors; actives 0.05% (n = 340,000); ABC-DLBCL IkBa-CBG/CBR reporter, luminescence ratio, 4 h; active = well fitted inhibition curve with a large enough effect in the signal ratio, with a control signal flat, not every such curve was filed as active; inconclusive = small, poorly fitted or top-dose-only effect, or effect the other way, or a change in a side signal; the % refers to the signal ratio;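 also: potency is read from the fitted curve at half-maximal effect; plate controls were basal doxycycline-induced cells for no effect and cells given 10 µM MG132 for full effect; MG132 reads +100%, hits lower the ratio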
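TMD8 ABC-DLBCL cells carrying doxycycline-inducible green luciferase fused to IkappaBalpha plus unfused red luciferase were exposed to compounds (up to 46 uM) for 4 hrs at 37C. Activity came from the overlap-corrected green/red luminescence ratio.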
Coupling enz: counter-screen for Giardia aldolase inhibitors: coupling enzyme system. activity change, negative = inhibition, % at 58.2 µM, hits read low. actives 0.67% (n = 290,000). coupling enzyme system counterscreen, AmpLite Red fluorescence. AID 2472; in the data active = activity change below about -30%; also: % is scaled to controls: 0 for no effect and ±100 for the full control effect
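Compounds tested against the coupling enzymes alone at 57.5 uM final; readout was AmpLite Red fluorescence (525/598 nm) after 20 min at RT.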
TCR activator: activators of T cell receptors. 330,000 tested, under 10 active. primary human leukocytes, anti-CD3, IL-2 HTRF, 48 h. Potency, µM (doses to about 9.22 µM), inactives show top-dose activation of IL-2 secretion, hits mostly activators. AID 504894; also: % of control where 0% means no effect
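Human primary leukocytes + a-CD3 beads + cpd, 48 hr; IL-2 in supernatant by HTRF (ex 320nm / em 665nm). No co-stimulatory signal supplied.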
Numbers without * were called inactive; ? = inconclusive; · = no result given; [ ] = dose if it differs, or a comment. Unless noted, calls follow the shape of the dose curve; as a rule, active = well fitted curve in the direction sought with a large enough effect; inconclusive = small, poorly fitted or top-dose-only effect, or another doubt; inactive = no such curve, though single readings can be large; an effect the other way counts as inactive or inconclusive.

Preview (2 entries):
SMILES | GALK inhibitor | Giardia kill | TSHR antagonist | AT treatment | hERG WT inh | Tb PFK block | CXXC DNA block | Chronic BCR inh | Coupling enz | TCR activator
Cc1ccc2c([N+](=O)[O-])cccc2n1 | 1% | 32[activator] | 24 | · | 0 | 5% | -4% | 6% | 1 | 2%[46.1 µM]
NC(=O)c1sc2nnc(-c3ccccc3)c(-c3ccccc3)c2c1N | 0% | 16 | -14 | -9% | -5 | 0% | 23% | ? | 1 | -5%

This part in full, from the start:
SMILES | GALK inhibitor | Giardia kill | TSHR antagonist | AT treatment | hERG WT inh | Tb PFK block | CXXC DNA block | Chronic BCR inh | Coupling enz | TCR activator
Cc1ccc2c([N+](=O)[O-])cccc2n1 | 1% | 32[activator] | 24 | · | 0 | 5% | -4% | 6% | 1 | 2%[46.1 µM]
NC(=O)c1sc2nnc(-c3ccccc3)c(-c3ccccc3)c2c1N | 0% | 16 | -14 | -9% | -5 | 0% | 23% | ? | 1 | -5%
COc1ccc(NC(=O)Cn2nnc(C(=O)NCCc3ccc(OC)c(OC)c3)c2N)c(OC)c1 | 0% | -16 | -5 | 2% | 27 | -1% | 4% | ? | 0 | -20%
CC(=O)Nc1cnn(Cc2ccc(Br)cc2)c1 | -4% | 0 | -2 | -4% | -19 | -5% | -1% | 3% | 0 | 1%
CCOc1cccc(OCCOCCNC(C)(C)C)c1 | 1% | 1 | 2 | 5% | -2 | -5% | -9% | 1% | 0 | -2%[46.1 µM]
CC(C)(C)c1ccc(Cn2nnc3c(=O)[nH]c(C4CCCN(C(=O)c5cccs5)C4)nc32)cc1 (stereo not drawn) | -5% | 0 | -24 | 0% | -2 | -1% | -5% | ? | -1 | -4%
O=C1/C(=C/c2cccc(Br)c2)SC(=S)N1CCC(=O)N(CCO)c1ccccc1 | 5% | -3 | -4 | 5% | 4 | 3% | -19% | ? | 0 | -2%
COc1ccc(-c2noc(CCC(=O)N3CCC(C)CC3)n2)cc1 | 0% | -16 | -2 | -9% | 6 | -3% | 15% | ? | -4 | -1%
COCCCNC(=O)Cn1ncc2c(=O)oc3ccccc3c21 | -1% | -22 | 6 | 5% | -11 | 3% | 8% | 6% | 2 | 0%
CCCn1nnc(NC(=O)COc2ccc(Cl)cc2)n1 | 2% | -16 | · | · | 34 | · | 4% | · | 3 | -5%
Cc1ccc(-c2csc(N3CCN(S(=O)(=O)c4ccc5c(c4)NC(=O)CO5)CC3)n2)cc1 | -8% | -6 | 1 | -11% | -2 | 2% | 2% | -4% | 0 | 1%
COc1ccc(Nc2nc(NCc3ccco3)nc(N/N=C/c3ccccc3Cl)n2)cc1 | 1% | 14 | 34 | -3% | -2 | 3% | 10% | -9% | 1 | -4%[46.1 µM]
Cc1ccc(CN2CC(C(=O)NNC(=O)c3ccc(F)cc3)CC2=O)cc1 (stereo not drawn) | · | -7 | -6 | -1% | 14 | -1% | · | -7% | · | 9%
CCN(CC)C(=O)c1[nH]cnc1C(=O)N[C@@H](C)C(=O)OCc1ccccc1 | 0% | 30[activator] | -3 | -23% | -3 | 2% | -5% | 8% | -1 | -2%
COc1cccc(N=Nc2c(C)[nH]n(-c3ccccc3)c2=O)c1 | -5% | -22 | -11 | 2% | 2 | 0% | -14% | 5% | -1 | 0%
COc1cc(/C=N/NC(=O)c2cccc([N+](=O)[O-])c2)ccc1OCc1ccc(C)cc1 | 0% | -25 | 1 | -6% | 1 | -3% | 19% | 13% | -1 | -3%
Cc1noc(/C=C/N(C)C)c1S(=O)(=O)N1CCCC(C(=O)NCc2ccco2)C1 (stereo not drawn) | 2% | -15 | 11 | 44% | 2 | -1% | -10% | 1% | -3 | 6%
CCC(C)(C)n1nnnc1C(c1ccccn1)N1CCOCC1 (stereo not drawn) | 1% | 4 | -1 | -6% | 1 | 5% | 0% | -1% | 1 | 0%
Cc1ccc(CC(=O)c2ccc(Cl)cc2)cc1 | 1% | 23 | 5 | 10% | -6 | -15% | -9% | ? | 2 | 1%
O=C1/C(=C/c2coc3ccc(O)cc3c2=O)SC(=S)N1c1ccccc1 | 0% | -8 | -14 | 1% | -7 | 11% | 59%[activator] | ? | 0 | 7%
CC(=O)Nc1ccc(Nc2nc(C)c([N+](=O)[O-])c(N(C)c3ccccc3)n2)cc1 | 0% | 4 | -7 | -12% | 1 | -3% | -3% | 5% | 0 | 11%
CC(C)NC(=O)c1c2c(nc3ccccc13)CCCC2 | -1% | 6 | 18 | -2% | -13 | -6% | 1% | ? | -1 | -8%[46.1 µM]
Cc1ccc(NC(=O)CSc2ncc3ccccn23)cc1C | 0% | 6 | -8 | -7% | 2 | 9.5µM* | -2% | 5% | 3 | 8%
CCOC(=O)Nc1cc(C(=O)OC)cc(C(=O)OC)c1 | 1% | -11 | 9 | -5% | -4 | 3% | -5% | 2% | -2 | 3%
Cc1sc2nc3c(C(=O)N4CCCC4)cc(C(=O)c4ccccc4O)cn3c(=O)c2c1C | 1% | 11 | -3 | -7% | 5 | -12% | -1% | ? | 1 | 5%

The listing continues.
SMILES | GALK inhibitor | Giardia kill | TSHR antagonist | AT treatment | hERG WT inh | Tb PFK block | CXXC DNA block | Chronic BCR inh | Coupling enz | TCR activator
NS(=O)(=O)c1ccc(NC(=O)CCCCC(=O)Nc2ccc(S(N)(=O)=O)cc2)cc1 | 4% | 2 | 0 | -11% | -3 | 1% | 6% | -1% | 4 | 4%
COc1ccccc1-c1cc(C(=O)N/N=C\c2cn(C)nc2C)c2ccccc2n1 | 1% | -11 | 0 | -4% | -3 | 7% | -12% | ? | 2 | 0%[46.1 µM]
Cc1ccnc(N2CCC(C(=O)NNC(=O)c3ccccc3C)CC2)n1 | -1% | -7 | -9 | -1% | -1 | -6% | -2% | ? | 0 | 1%
Cc1ccc(NC2c3ccccc3C(=O)N2CCN2CCOCC2)cc1 (stereo not drawn) | 2% | 2 | 7 | 10% | 10 | -8% | 8% | 24% | 3 | 9%
CSCCC(NS(=O)(=O)c1ccc2ccccc2c1)C(=O)O (stereo not drawn) | 2% | -26 | 0 | 8% | 3 | 5% | 2% | -1% | 6 | 0%
COc1ccc(NC(=O)CN2CCN(C(C)=O)CC2)cc1S(=O)(=O)N1CCOCC1 | · | -19 | · | -13% | -1 | 0% | · | 0% | · | -1%
COc1ccc(NS(=O)(=O)c2ccc(OCC(=O)N3CCOCC3)cc2)cc1Cl | 3% | 18 | -9 | 6% | 2 | -4% | 9% | 5% | · | -5%
O=C(Nc1ccccc1)OCCN1CCN(Cc2ccccc2)CCC1=O | · | -6 | 22 | 0% | 5 | -4% | 11% | 2% | 4 | -9%
CCOC(=O)Nc1sc(C)nc1-c1ccccc1 | 2% | 11 | -14 | 5% | 14 | -4% | -5% | 3% | -2 | -24%
N#Cc1ccc(COn2nnc3ccccc32)cc1 | -2% | -26 | -2 | 9% | -1 | -6% | 50%[activator] | 0% | 0 | -3%
Cc1nc2ccc(NC(=O)[C@H](C)N3C(=O)C4CC=CCC4C3=O)cc2s1 (stereo partly drawn) | · | 9 | -7 | -1% | -4 | 0% | · | 2% | · | ·
Cc1ccc(NC2=CC(=O)CC(C)(C)C2)cc1C | -1% | -6 | -8 | -4% | 2 | 2% | -3% | 8% | -4 | -2%
COc1ccc(CCNc2oc(-c3cccc4ccccc34)nc2P(=O)(OC)OC)cc1OC | 0% | 1 | 5 | 14% | 2 | -9% | 1% | 4% | 1 | 7%[46.1 µM]
O=C(COc1ccccc1Cl)N(Cc1cccs1)C1CCS(=O)(=O)C1 (stereo not drawn) | 1% | 9 | 2 | -2% | 5 | 3% | 14% | ? | 2 | 2%
Cc1ccc(S(=O)(=O)Nc2cccc(-n3cnnn3)c2)cc1C(=O)O | -1% | -28 | 7 | -3% | 1 | 2% | 17% | 1% | · | -5%
CN(C)CCN(CC1CCCN(Cc2ccccc2F)C1)C(=O)c1ccc(Cl)cc1 (stereo not drawn) | -3% | -2 | 0 | 2% | 34 | -2% | 1% | -1% | 2 | 4%

One compound at a time, from the list above. Values in the order: GALK inhibitor | Giardia kill | TSHR antagonist | AT treatment | hERG WT inh | Tb PFK block | CXXC DNA block | Chronic BCR inh | Coupling enz | TCR activator
`NC(=O)c1sc2nnc(-c3ccccc3)c(-c3ccccc3)c2c1N` as listed: 0% | 16 | -14 | -9% | -5 | 0% | 23% | ? | 1 | -5%
`CC(C)(C)c1ccc(Cn2nnc3c(=O)[nH]c(C4CCCN(C(=O)c5cccs5)C4)nc32)cc1` (stereo not drawn) as listed: -5% | 0 | -24 | 0% | -2 | -1% | -5% | ? | -1 | -4%
`COCCCNC(=O)Cn1ncc2c(=O)oc3ccccc3c21` as listed: -1% | -22 | 6 | 5% | -11 | 3% | 8% | 6% | 2 | 0%
`COc1cc(/C=N/NC(=O)c2cccc([N+](=O)[O-])c2)ccc1OCc1ccc(C)cc1` as listed: 0% | -25 | 1 | -6% | 1 | -3% | 19% | 13% | -1 | -3%
`CC(C)NC(=O)c1c2c(nc3ccccc13)CCCC2` as listed: -1% | 6 | 18 | -2% | -13 | -6% | 1% | ? | -1 | -8%[46.1 µM]
